TNAP act DEA: human TNAP enzyme activators, primary screen, biochemical, luminescent, intermediate phosphate acceptor level. 64,000 tested, under 10 active. activation factor at 20 µM. AID 813, 2007. purified TNAP, CDP-star luminescence, 100 mM DEA, 30 min; active compounds read high; scale: 0 levamisole-inhibited, 1 vehicle-only enzyme;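 active = activation factor of at least 2 at 20 µM, relative to controls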
Target sequence (P05186 whole entry, looked up): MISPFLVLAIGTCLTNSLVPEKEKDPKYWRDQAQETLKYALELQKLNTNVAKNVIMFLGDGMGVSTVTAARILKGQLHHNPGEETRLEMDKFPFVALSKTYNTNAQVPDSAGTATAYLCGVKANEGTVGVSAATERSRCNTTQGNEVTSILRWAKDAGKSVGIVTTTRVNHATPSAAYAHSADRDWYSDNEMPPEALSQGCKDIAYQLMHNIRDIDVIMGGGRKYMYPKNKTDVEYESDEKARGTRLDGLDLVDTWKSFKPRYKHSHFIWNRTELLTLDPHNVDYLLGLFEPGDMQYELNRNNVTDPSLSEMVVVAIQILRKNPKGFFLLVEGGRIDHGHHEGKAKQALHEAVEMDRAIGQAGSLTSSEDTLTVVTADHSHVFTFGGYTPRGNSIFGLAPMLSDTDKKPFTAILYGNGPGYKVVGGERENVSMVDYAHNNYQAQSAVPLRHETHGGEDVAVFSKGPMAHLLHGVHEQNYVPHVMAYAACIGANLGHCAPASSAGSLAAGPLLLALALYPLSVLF
HEK293 NFkB inh: inhibitors of PMA/ionomycin-induced NF-kB reporter, primary screen, antigen receptor NF-kB inhibitor project, cell-based, HEK-293 luciferase reporter, luminescence; actives 0.21% (n = 62,000); inhibition, % at 3 µM; HEK-293 NF-kB luciferase reporter;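 active = inhibition above the mean of all tested compounds plus 3 SD, cut at about 40% in these data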;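 note: 0% = stimulated DMSO wells and 100% = 10 µM reference inhibitor 5653914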
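Signal: luciferase luminescence; Material: HEK-293 cells with stable firefly luciferase reporter driven by four HIV NF-kB elements; Probe or stimulus: PMA with ionomycin; Replication: tested once; Times: 1 h compound pretreatment, then 16 h stimulation at 37 °C, 5% CO2; Benchmarks: DMSO and 10 µM reference inhibitor; Evaluation: per-plate % inhibition versus controls.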
M1 antagonist: antagonists of rat M1 muscarinic receptor. Muscarinic acetylcholine receptor M1 (Rattus norvegicus), P08482. CHO-M1 cells, Fluo-4 calcium, ACh EC80 antagonist mode; active compounds read low. B-score at 10 µM. actives 3.4% (n = 64,000). AID 628, 2007;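 active = calcium fluorescence response, raw or row-and-column corrected B-score, differing from the plate sample mean either way at a set confidence level, mostly lower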
S1P1 ag-PAM: S1P1 agonists and agonism potentiators, primary screen, cell-based, primary and confirmation screens, CRE-bla reporter; actives 0.57% (n = 56,000); S1P1 CRE-bla cells, forskolin, beta-lactamase FRET, potentiator mode; S1P1 agonist co-added at EC20, 2 nM; 100% = saturating reference agonist, 0% = basal; AID 449, 2006; Sphingosine 1-phosphate receptor 1 (Homo sapiens), P21453; activation, % at 9.5 µM;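 active = activation above a cutoff set at the mean activation of all tested compounds plus 3 SD, cut at about 54% in these data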;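 note: forskolin at 4 µM as EC80 and the EC20 agonist is SEW2871; 100% = SEW2871 at its EC100 plus forskolin at EC80; some compounds past the cut are filed as inactive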
Target sequence (P21453 whole entry, looked up): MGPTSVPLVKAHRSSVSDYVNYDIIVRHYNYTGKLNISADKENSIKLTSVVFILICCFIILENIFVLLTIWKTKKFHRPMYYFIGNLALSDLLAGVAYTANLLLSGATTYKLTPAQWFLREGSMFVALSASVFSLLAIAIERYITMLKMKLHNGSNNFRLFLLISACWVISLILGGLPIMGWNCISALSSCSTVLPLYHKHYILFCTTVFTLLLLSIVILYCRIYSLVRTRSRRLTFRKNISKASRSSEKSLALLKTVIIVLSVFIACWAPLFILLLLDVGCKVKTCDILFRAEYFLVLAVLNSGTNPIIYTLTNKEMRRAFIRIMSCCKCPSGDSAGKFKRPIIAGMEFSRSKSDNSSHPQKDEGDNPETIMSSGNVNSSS
S1P3 ag: human S1P3 receptor agonists, primary screen, cell-based, primary and confirmation, NFAT-BLA reporter. Sphingosine 1-phosphate receptor 3 (Homo sapiens), Q99500. S1P3 NFAT-BLA reporter cells, agonism, FRET ratio; relative to 1 µM S1P, basal subtracted. activation, % at 4.5 µM. actives 0.1% (n = 60,000). AID 373, 2006;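 active = activation above the screen-wide mean plus 3 SD, cut at about 4.5% in these data, passing the limit was not always enough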; note: some compounds called inactive have numbers as strong as hits
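Measure – % activation relative to 1 µM S1P (100%), per plate · System – stable CHO line with human S1P3, Gα16, NFAT-BLA reporter · Timing – cells plated overnight, compound 4 h 37 °C, substrate 2 h RT · Technique – fluorescent BLA substrate, ex 405 nm, em 460/535 nm ratio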
M1 agonist: M1 muscarinic receptor agonists, primary screen, CHO-M1 cells, Fluo-4 calcium, agonist mode; B-score at 10 µM; actives 3% (n = 64,000); Fluo-4 calcium fluorescence; active compounds read high; Muscarinic acetylcholine receptor M1;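 active = fluorescence rise, raw or as B-score row- and column-corrected plate score, outside the 99.7% band of its plate's samples, either direction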
D1 mod: D1 CRE-luciferase signal change, two-sided – cell-based, HEK293 D1, dopamine EC30, D1 allosteric modulator project, primary screen. dopamine EC30 potentiation; actives deviate in either direction. B-score at 10 µM. actives 5.9% (n = 58,000);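 active = luminescence count or its row- and column-corrected plate score outside the 99.7% band of the plate's sample wells, on either side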
Jurkat tox 60K: cytotoxicity toward Jurkat T cells, primary screen, cytotoxicity control, cell-based, Jurkat E6.1, 60K MLSMR library; Jurkat E6.1 viability, ATP luminescence, 48 h; inhibition, % at 4 µM; actives 1.2% (n = 56,000); AID 463, 2006;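 active = inhibition above the mean inhibition of all tested compounds plus 3 SD, cut at about 28% in these data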
E coli RNAP: E. coli RNAP inhibitors, biochemical; DNA-directed RNA polymerase subunit beta (Escherichia coli (strain K12)), P0A8V2; E. coli RNA polymerase, fluorescence transcription assay; inhibition, %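 (tested at 10 µM)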; actives 0.2% (n = 62,000); AID 559, 2006; in the data active = inhibition above about 20%;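 note: 0% = enzyme without compound and 100% = no enzyme blank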
The depositor's hits bear a star; . = not tested or not shown.

cpd	SMILES	D1 mod	TNAP act DEA	HEK293 NFkB inh	E coli RNAP	S1P3 ag	S1P1 ag-PAM	Jurkat tox 60K	M1 agonist	M1 antagonist
1	O=C(c1cccc(C(F)(F)F)c1)N1CCCC1	-0.97	0.9	8	4	-0.9	34	2	0.31	0.043
2	O=C(c1cccs1)N1CCCc2ccccc21	0.91	0.8	-6	3	-0.3	.	-3	-0.081	0.78
3	COc1ccc(-n2c(Cc3cccn3C)nnc2SCC(=O)Nc2cccc(OC)c2)cc1	0.57	0.9	12	2	-1.3	14	7	-0.48	0.38
4	O=C1OCC2=C1C(c1ccc3c(c1)OCO3)Sc1ccccc1N2 (configuration not stated)	-1.7	0.8	1	7	-0.1	.	1	1.2	-0.16
5	Cc1cc(N2CCN(c3ccccc3)CC2)nc(-n2nc(C)cc2C)n1	-2.6	0.9	-8	.	0.3	-28	2	1.6	-0.01
6	CSCCC1C(C#N)=C(N)Oc2n[nH]c(-c3cccs3)c21 (configuration not stated)	.	0.9	7	8	-0.3	19	-1	2.4	0.17
7	COc1ccc(-c2c3c(=O)n(C)c(=O)n(C)c3cn2C2CCCCC2)cc1	7.7*	0.9	18	5	-0.1	1	7	1.3	-0.2
8	COc1ccc(C(C(=O)NC2CCCC2)N2CCc3ccccc32)cc1 (configuration not stated)	.	1	12	8	-1.0	1	4	0.95	0.074
9	Clc1ccc(-c2nn3c(Cn4cnc5ccccc54)nnc3s2)c(Cl)c1	1.6	1	13	1	-1.9	5	6	1	-0.16
10	O=c1[nH]c2c(c3c1CCCC3)CCCC2	-0.11	0.9	13	-1	0.0	-53	-6	1.9	-0.23
11	O=C(NCCCCNC(=O)c1c(F)c(F)c(F)c(F)c1F)c1c(F)c(F)c(F)c(F)c1F	-0.49	0.9	13	5	0.3	38	-7	0.55	0.12
12	COc1ccc(S(=O)(=O)N(C)CC(=O)N2CCCCCC2)cc1OC	-0.34	0.9	4	1	0.0	.	-6	1.1	0.17

cpd	SMILES	D1 mod	TNAP act DEA	HEK293 NFkB inh	E coli RNAP	S1P3 ag	S1P1 ag-PAM	Jurkat tox 60K	M1 agonist	M1 antagonist
13	COc1ccccc1OCc1ccc(C(=O)N2CCN(C(=O)c3ccco3)CC2)cc1	-0.0042	0.9	17	2	.	.	.	0.4	0.032
14	CCCCN(C)CCCNC(=O)CS(=O)Cc1nc(-c2ccc(OC)c(OC)c2)oc1C (configuration not stated)	0.32	0.9	12	4	-0.5	2	3	0.87	-0.15
15	O=C(Nc1cccc(NC(=O)c2ccco2)c1)c1ccc2c(c1)OCO2	-0.92	0.9	-4	-10	-0.5	.	7	1.2	-1.4
16	O=C(Nc1ccc(F)cc1)C1CCC(N2C(=O)c3ccccc3C2=O)CC1 (configuration not stated)	-1.5	0.9	.	4	.	.	.	-0.052	-0.5
17	CC(=O)C1=C(C)NC(SCC(=O)c2ccccc2)=C(C#N)C1c1ccco1 (configuration not stated)	-0.96	0.9	7	8	-0.6	-18	1	0.039	-0.56
18	COc1ccccc1CC(=O)NCc1ccc2c(c1)OCO2	-0.78	0.8	2	11	-0.6	-28	1	-0.02	-1.9
19	Cc1ccc(N2C(=O)c3n[nH]c(C)c3C2c2ccco2)cc1 (configuration not stated)	-0.84	.	6	.	0.1	-10	2	-0.28	-0.31
20	O=C(NC1CC1)C1C2C3C4CC5C3C5C4C12 (configuration not stated)	-0.14	0.8	4	7	0.1	-5	-3	0.81	-0.29
21	COC(=O)c1[nH]c2ccc(C)cc2c1NC(=O)CN1CCc2cc(OC)c(OC)cc2C1	2	0.9	8	9	-1.1	12	12	1.3	0.046
22	O=C(c1cc(-c2ccc(Cl)cc2Cl)on1)N1CCOCC1	-4.6*	0.9	-40	12	-0.3	-34	-6	0	0
23	COC(=O)C1=C(NC(=O)c2cccc(OC)c2)CCS1	.	0.8	5	16	2.1	-24	-7	.	.
24	COc1ccc(OCc2cccc(C(=O)N3CCCC3)c2)cc1	.	0.9	-36	3	0.1	1	-5	.	.

cpd	SMILES	D1 mod	TNAP act DEA	HEK293 NFkB inh	E coli RNAP	S1P3 ag	S1P1 ag-PAM	Jurkat tox 60K	M1 agonist	M1 antagonist
25	COc1ccc(NC(=O)CSc2nc3c(c(=O)n2-c2ccccc2OC)SCC3)cc1	-0.23	0.8	10	7	-1.5	17	5	0.24	-0.31
26	Cc1ccc(C(=O)CC2(O)C(=O)N(Cc3ccccc3Cl)c3ccccc32)o1 (configuration not stated)	-0.34	0.9	10	5	-0.8	10	8	0	0.74
27	COc1ccc(NC(=O)c2cccs2)cc1O	-1.3	1	8	2	-0.2	-7	1	0.44	-0.11
28	Cn1nnc2cc(C(=O)N3CCCCCC3)ccc21	-1.1	0.8	6	5	.	.	.	0.061	0.89
29	CN1CCCc2cc3c(C(F)(F)F)cc(=O)oc3nc21	2.6	1.1	13	-15	0.0	.	4	429*	-17*
30	Nn1c(SCC(=O)N2CCOCC2)nnc1-c1ccc(Cl)cc1Cl	-1.5	0.8	8	-7	-0.8	-2	3	0.89	0.78
31	N#Cc1nc(COc2ccccc2)oc1N1CCC(Cc2ccccc2)CC1	-0.23	0.9	2	6	-1.1	8	1	-0.24	-0.41
32	O=P(O)(O)CCP(=O)(c1ccccc1)c1ccccc1	.	0.9	14	3	0.8	-3	-4	-0.51	0.93
33	COc1ccccc1N(CCC#N)C(=O)CSc1nc(-c2ccccc2)cn1N	-0.38	1	7	-2	-1.1	9	0	0.3	0.59
34	CC(C)C(=O)N1CCN(c2ccccc2NC(=O)Cc2ccc(Cl)cc2)CC1	-0.54	0.9	13	-4	-0.4	13	-1	-1	-0.28
35	O=C1CC(N2CCN(Cc3ccc4c(c3)OCO4)CC2)C(=O)N1Cc1ccc(N2CCCC2=O)cc1 (configuration not stated)	.	0.9	6	-1	.	.	.	-0.2	-0.92
36	Cc1nccn1CCC(=O)O	.	0.9	15	6	-1.0	-6	1	0.48	0.58

cpd	SMILES	D1 mod	TNAP act DEA	HEK293 NFkB inh	E coli RNAP	S1P3 ag	S1P1 ag-PAM	Jurkat tox 60K	M1 agonist	M1 antagonist
37	CS(=O)(=O)N(CC(=O)NCCC1=CCCCC1)c1ccc2c(c1)OCO2	-0.12	0.9	10	-1	-1.0	.	4	0.55	0.35
38	N#CCCNC(=O)CCN1CCOCC1	0.45	0.9	-2	10	-0.4	-15	-5	-1	0.23
39	Cc1ccc2cc(CN(CCN3CCCC3)C(=O)Nc3ccc(F)cc3)c(=O)[nH]c2c1C	0.27	0.9	12	11	0.5	-35	-1	-0.74	-0.21
40	CC(C)(O)c1nnn(-c2ccccc2)c1C(F)(F)F	0.0013	0.9	11	1	-0.8	17	2	0.17	0.78
41	CCOc1cc(NC(=O)c2ccco2)c(OCC)cc1NC(=O)Cc1ccc(OC)c(OC)c1	0.44	0.9	-2	10	-0.1	2	-6	0.77	0.77
42	COc1ccc(NS(=O)(=O)c2cccc3cccnc23)cc1	2.5	0.9	15	4	.	.	.	-0.34	0.1
43	CC(C)c1cc(C(N)=O)c(NC(=O)C2CCC2)s1	.	0.9	2	5	-0.4	-13	3	0.31	0.13
44	CC1CN(c2ncnc3c2cnn3-c2ccc(Cl)cc2)CC(C)O1 (configuration not stated)	-2.8	1	-44	10	-0.1	-18	4	-0.2	0.0067
45	CCCCn1c(SCC(=O)O)nc2ccccc21	-1.7	0.9	11	7	-0.1	6	3	-1.6	-0.57
46	Nc1nn(S(=O)(=O)c2cccc3nsnc23)cc1-c1ccc(Br)cc1	1.2	0.9	3	9	-1.6	28	2	-0.29	0.054
47	CC1(C)Cc2ccccc2-c2nnc(-c3cccc(O)c3)n21	-0.9	1	12	2	-0.9	.	-3	1.2	0.37
48	Cc1cc(NC(=O)CCC(=O)N(CC2CCCO2)C(C(=O)NC2CCCC2)c2ccccc2C)no1 (configuration not stated)	-0.5	0.9	24	9	-0.1	5	-1	0.27	0.73

Part of the list above in order of count of non-hydrogen atoms, highest first:
cpd	SMILES	D1 mod	TNAP act DEA	HEK293 NFkB inh	E coli RNAP	S1P3 ag	S1P1 ag-PAM	Jurkat tox 60K	M1 agonist	M1 antagonist
48	Cc1cc(NC(=O)CCC(=O)N(CC2CCCO2)C(C(=O)NC2CCCC2)c2ccccc2C)no1 (configuration not stated)	-0.5	0.9	24	9	-0.1	5	-1	0.27	0.73
41	CCOc1cc(NC(=O)c2ccco2)c(OCC)cc1NC(=O)Cc1ccc(OC)c(OC)c1	0.44	0.9	-2	10	-0.1	2	-6	0.77	0.77
46	Nc1nn(S(=O)(=O)c2cccc3nsnc23)cc1-c1ccc(Br)cc1	1.2	0.9	3	9	-1.6	28	2	-0.29	0.054
42	COc1ccc(NS(=O)(=O)c2cccc3cccnc23)cc1	2.5	0.9	15	4	.	.	.	-0.34	0.1
45	CCCCn1c(SCC(=O)O)nc2ccccc21	-1.7	0.9	11	7	-0.1	6	3	-1.6	-0.57

Screen by screen, as entered above.
Entries 37–41 in E coli RNAP: -1, 10, 11, 1, 10
Entries 37–41 in TNAP act DEA: 0.9, 0.9, 0.9, 0.9, 0.9
Entries 37–41 in Jurkat tox 60K: 4, -5, -1, 2, -6

More entries:
cpd	SMILES	D1 mod	TNAP act DEA	HEK293 NFkB inh	E coli RNAP	S1P3 ag	S1P1 ag-PAM	Jurkat tox 60K	M1 agonist	M1 antagonist
49	CCCCN(CCCNC(=O)C1CCN(S(=O)(=O)CC)CC1)c1ccccc1	0.23	0.9	16	2	-1.1	16	12	-0.23	-0.038
50	COc1ccc(NC(=O)CC(NCCc2ccccc2)C(=O)O)c(OC)c1 (configuration not stated)	1.2	0.9	17	12	-1.4	-2	-2	-0.43	0.14
51	c1ccc(-c2nc3c4ccccc4nc(N4CCN(c5ccccn5)CC4)n3n2)cc1	0.68	0.9	3	3	-0.2	-11	-5	-0.13	0.17
52	O=C(NCC1CCCO1)c1csc2c1CCCCC2 (configuration not stated)	-3.3*	0.9	5	4	-1.2	-8	1	-0.64	0.46
53	Cc1ccc2c(SCC(=O)NCc3ccco3)nc(-c3ccc(F)cc3)nc2c1	-0.76	1	22	-11	-1.3	2	4	-0.1	-1.6
54	Cc1ccc(NC(=O)CCNS(=O)(=O)c2ccc3c(c2)oc(=O)n3C)cc1C	-1.3	0.9	14	8	-0.2	10	0	0.086	-0.017
55	COC(=O)COc1ccc(C(=O)OC)cc1	0.34	0.9	9	4	-1.3	-12	-10	0.35	1

Complete entries, looked up by structure. Order of values: D1 mod, TNAP act DEA, HEK293 NFkB inh, E coli RNAP, S1P3 ag, S1P1 ag-PAM, Jurkat tox 60K, M1 agonist, M1 antagonist
Cc1ccc2c(SCC(=O)NCc3ccco3)nc(-c3ccc(F)cc3)nc2c1 in the list: -0.76, 1, 22, -11, -1.3, 2, 4, -0.1, -1.6
COC(=O)COc1ccc(C(=O)OC)cc1 in the list: 0.34, 0.9, 9, 4, -1.3, -12, -10, 0.35, 1

High-throughput results from PubChem.
